Pol eta inh: DNA polymerase eta (human) inhibition. hit rate 1.2% among 390,000. Potency, µM (series often up to 114 µM), without a hit: at the highest dose activity change, negative = inhibition, hits mostly inhibitors. recombinant Pol eta, fluorescent DNA replication assay. AID 588591. Q9Y253; further: on the % scale 0 is the no-effect control and ±100 the full control effect
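Pol eta (10 nM) was preincubated with compounds for 15 min at room temperature, after which fluorescent replication substrate (50 nM final) was added to start the reaction. Fluorescence was read kinetically at 0 and 10 min.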
BAZ2B block: inhibitors of human BAZ2B bromodomain. AlphaScreen BAZ2B-H3K14Ac peptide displacement. AID 504333. hit rate 4.4% among 360,000. Potency, µM (top dose mostly 114 µM), without a hit: at the top dose activity change, negative = inhibition, most hits filed as inhibitors. Q9UIF8; further: on the % scale 0 is the no-effect control and ±100 the full control effect; nearly all actives have a fitted effect of over 60% in size
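In this displacement format the biotinylated H3(5-23) peptide acetylated at Lys14 serves as ligand at 50 nM, with BAZ2B at 50 nM in PBS pH 7.4 containing 0.01% Tween-20. Donor and acceptor beads are 10 ug/mL final.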
BLM inh: Bloom syndrome helicase (human) inhibition | AID 2528 | hit rate 0.2% among 350,000 | Potency, µM (highest dose often 56.1 µM), without a hit: at the highest dose activity change, negative = inhibition, most hits filed as inhibitors | recombinant BLM DNA unwinding, fluorescence dequenching | P54132;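 further: plate controls were vehicle for no effect and no enzyme for full effect; nearly all actives have a fitted effect of over 35% in size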
Pol iota inh: inhibitors of human DNA polymerase iota; hit rate 1% among 390,000; Potency, µM (doses to about 115 µM), for the others: at the top dose activity, negative = inhibition, hits mostly inhibitors; Pol iota fluorescent replication assay, 10 min
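Pol iota at 10 nM preincubated 15 min with compounds at room temperature; reaction started with fluorescent substrate, 50 nM final. Fluorescence read kinetically at 0 and 10 min; buffer-only wells as negative control.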
POLB inh: blocks human DNA polymerase beta activity. P06746. Pol beta primer extension/strand displacement, fluorescence kinetic. Potency, µM (doses to about 114 µM), without a hit: at the highest dose activity change, negative = inhibition, most hits filed as inhibitors. hit rate 1.3% among 340,000; further: on the % scale 0 is the no-effect control and ±100 the full control effect
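Preincubation: enzyme (10 nM) with compound, 15 min, RT. Reaction: substrate added to 50 nM final. Reads: 0 and 10 min. Analysis: normalized, Hill fit.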
POLK inh: inhibitors of human DNA polymerase kappa | hit rate 0.53% among 400,000 | AID 588579 | purified Pol kappa, fluorescent DNA synthesis assay, 10 min | Q9UBT6 | Potency, µM (highest dose often 107 µM), for inactives: at the highest dose activity, negative = inhibition, hits mostly inhibitors; further: on the % scale 0 is the no-effect control and ±100 the full control effect
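Kinetic fluorescence screen: compound preincubated 15 min RT with 10 nM enzyme; 50 nM substrate (final) initiates; reads at 0/10 min.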
G9a inh: blocks human histone lysine methyltransferase G9a | Q96KQ7 | G9a H3K9 monomethylation, AlphaScreen, 2 h | Potency, µM (titrated, usually from 102 µM), for inactives: top-dose activity, negative = inhibition, usual class: inhibitors | hit rate 8.8% among 350,000 | AID 504332; further: on the % scale 0 is the no-effect control and ±100 the full control effect; nearly all actives have a fitted effect of over 75% in size
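Compounds were preincubated with 20 nM G9a for 15 min, after which biotinylated H3K9 peptide (500 nM) and SAM (20 uM) started a 2 h room-temperature reaction. Monomethylated product was quantified by antibody-based AlphaScreen chemiluminescence.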
APEX1 inh: APE1 (human) endonuclease inhibition; P27695; recombinant APE1, TAMRA/BHQ-2 abasic DNA cleavage fluorescence; Potency, µM (highest dose often 65.8 µM), for inactives: top-dose activity change, negative = inhibition, most hits filed as inhibitors; hit rate 0.35% among 350,000;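 further: plate controls were vehicle for no effect and reference inhibitor for full effect; nearly all actives have a fitted effect of over 55% in size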
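Enzyme (0.75 nM final) and test compound are incubated 15 min at room temperature before adding 50 nM quenched THF abasic-site duplex. Cleavage dequenches TAMRA, followed at 525/598 nm over three reads one minute apart.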
JMJD2A Tudor: inhibitors of human JMJD2A Tudor domain | O75164 | AlphaScreen JMJD2A-Tudor / H3K4me3 peptide binding | Potency, µM (series often up to 114 µM), without a hit: at the top dose activity change, negative = inhibition, most hits filed as inhibitors | hit rate 4.4% among 390,000 | AID 504339; further: on the % scale 0 is the no-effect control and ±100 the full control effect; nearly all actives have a fitted effect of over 50% in size
Target sequence (O75164 whole entry, looked up, the tested form may be a part): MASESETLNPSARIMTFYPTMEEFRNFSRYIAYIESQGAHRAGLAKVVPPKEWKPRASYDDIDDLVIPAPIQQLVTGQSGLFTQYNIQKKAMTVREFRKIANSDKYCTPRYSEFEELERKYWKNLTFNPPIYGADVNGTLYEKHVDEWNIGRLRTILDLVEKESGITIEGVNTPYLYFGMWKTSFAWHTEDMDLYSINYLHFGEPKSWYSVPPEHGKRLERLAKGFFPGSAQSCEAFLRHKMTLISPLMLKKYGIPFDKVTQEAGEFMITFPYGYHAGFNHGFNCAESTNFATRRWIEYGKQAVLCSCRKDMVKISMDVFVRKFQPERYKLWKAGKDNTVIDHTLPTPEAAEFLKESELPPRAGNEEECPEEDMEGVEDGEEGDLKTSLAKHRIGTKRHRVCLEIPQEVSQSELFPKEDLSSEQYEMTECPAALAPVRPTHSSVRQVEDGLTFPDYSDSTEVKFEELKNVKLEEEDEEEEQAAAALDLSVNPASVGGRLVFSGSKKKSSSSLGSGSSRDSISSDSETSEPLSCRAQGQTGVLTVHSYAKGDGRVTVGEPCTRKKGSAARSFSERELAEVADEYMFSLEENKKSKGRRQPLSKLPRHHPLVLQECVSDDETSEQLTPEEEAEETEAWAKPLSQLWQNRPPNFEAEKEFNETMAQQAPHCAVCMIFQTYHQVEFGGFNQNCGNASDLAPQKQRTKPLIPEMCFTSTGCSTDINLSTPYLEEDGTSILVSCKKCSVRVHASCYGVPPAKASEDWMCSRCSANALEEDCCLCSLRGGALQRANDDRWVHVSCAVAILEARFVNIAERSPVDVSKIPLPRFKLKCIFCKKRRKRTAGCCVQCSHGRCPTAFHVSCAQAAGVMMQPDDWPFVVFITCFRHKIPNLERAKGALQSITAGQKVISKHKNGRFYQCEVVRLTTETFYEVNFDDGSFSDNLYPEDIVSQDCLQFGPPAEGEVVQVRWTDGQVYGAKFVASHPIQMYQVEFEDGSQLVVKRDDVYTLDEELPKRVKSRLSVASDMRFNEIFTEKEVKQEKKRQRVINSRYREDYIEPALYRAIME
* hit, by the source's call; ? = inconclusive; nt = not tested or not shown; & = joins results of further samples; [ ] = another dose, or the depositor's remark. The call rests on the fitted dose curve; in most records, active means well fitted curve in the direction sought with a large enough effect; inconclusive means small, poorly fitted or top-dose-only effect, or another doubt; inactive means no such curve, though single readings can be large; an effect the other way counts as inactive or inconclusive. Potency means the concentration at half of the fitted maximal effect. A portion of the library; rates above refer to the full screens.

Structure,G9a inh,Pol iota inh,JMJD2A Tudor,BAZ2B block,POLB inh,APEX1 inh,POLK inh,Pol eta inh,BLM inh
Cc1cccc(N2CCN(C(=O)c3cc4cc(F)ccc4[nH]3)CC2)c1C,-5%[2.33 µM],150%[activator],-26%,-23%,-34%,3%,-5%,-12%,-8%
COc1ccc(Cl)cc1N1C(=O)c2cccnc2C1=O,-8%,-1%,-9%,?,10%,28%,7%,-6%,-1%
COc1ccc(C(=O)COC(=O)c2cc(-c3ccccc3)nc3c(C)cccc23)cc1,36%[59 µM],32%[activator],6%,13%,2%,nt,-24%,-18%,-7%
CC(=O)N(Cc1cccnc1)c1nc2ccc(F)cc2s1,5%[59 µM],7%,0%,0%,-16%,nt,-3%[60.1 µM],-22%,1%
CC1CCN(Cc2c(O)ccc3c2O/C(=C\c2ccco2)C3=O)CC1,5.6µM*,?,-27%,50µM*,11µM*,3%,?,56µM*,-1%
c1csc(Cc2nn3c(-c4n[nH]c5c4CCC5)nnc3s2)c1,?,?,?,?,28µM*,-1%,-33%,11µM*,-19%
N#CCSc1nc2cc(C(=O)N3CCCC3)ccc2c(=O)n1Cc1ccccc1,28%[12.7 µM],0%,-31%,-19%,-16%,-3%,7%,-14%,-2%
CNC(=O)c1[nH]nc2c1CCc1cc(OC)ccc1-2,-34%,7%,?,0%,0%,46%[activator],-3%,-2%,-5%
Cc1cc(Nc2ccc(Cl)cc2)nc(N2CCOCC2)n1,-25%,?,-5%,-15%,1%,0%,-12%,-11%,-3%
O=C(Nc1cccc(-c2cscn2)c1)C1CCN(Cc2ccc(CO)o2)CC1,nt,50µM*,3%,-18%,16%,-2%,?,2%,4%
O=C(c1ccc(F)cc1)N1CCCN(c2nc(-c3ccccc3)ns2)CC1,-2%,4%,-20%,-3%,-5%,-2%,-17%,-9%,-1%
CSc1ccc2c(c1)N(CC[C@H]1CCCCN1C)c1ccccc1S2,11µM*,nt,nt,nt,nt,-2%[21 µM],-2%[12 µM],nt,-3%[21.4 µM]
COc1ccc(CN2CCN(C(=O)c3ccc(S(=O)(=O)N4CCCCCC4)cc3)CC2)cc1,?,-17%,-19%,6%,nt,0%,-3%,-6%,nt
Cc1ccc(C(=O)OCCN(C)Cc2ccccc2)cc1,-5%,-13%,-8%,-12%,3%,3%,-20%,-7%,-3%
COc1ccc(NC(=O)c2ccc3c(c2)C(=O)N(Cc2ccncc2)C3=O)cc1S(N)(=O)=O,nt,32µM*,-27%,nt,nt,14%,-10%,?,nt
COC(=O)c1ccc(NC(=O)C2CC3CCC2C3)cc1 (stereo unspecified),nt,57%[activator],-6%,nt,nt,nt,-1%,-21%,nt
Cc1cccc(-c2noc(CN(C(=O)c3ccc4c(c3)OCO4)C(C)C)n2)c1,-7%[2.33 µM],1%,-17%[11.4 µM],10%,7%,-7%,-16%,-19%,-16%
O=c1c2ccccc2c(C=NC2CCS(=O)(=O)C2)c(O)n1-c1ccccc1 (stereo unspecified),10%[59 µM],1%,1%,nt,4%,2%,1%,5%,2%
CCCCN(C(=O)CC1OC(=O)c2ccccc21)c1c(N)n(CCCC)c(=O)[nH]c1=O (stereo unspecified),?,2%,-1%,4%,nt,6%,-8%,-14%,nt
Cc1ccc(C)c(OC(C)C(=O)Nc2ccc(S(=O)(=O)Nc3nccs3)cc2)c1 (stereo unspecified),11µM*,-95%,-33%,-28%,0%,68%[activator][12.4 µM],?,-98%,-4%
Cc1cccc(NC(=S)NC(C)CCc2ccccc2)c1 (stereo unspecified),-4%,117%[activator],-5%,-4%,-3%[57.1 µM],1%,-15%,-6%,-5%
CC1CC(=O)NN=C1c1ccc(N)c([N+](=O)[O-])c1 (stereo unspecified),?,5%,-24%,-4%,0%,18%,-4%,-8%,8%
COC(=O)/C(C#N)=C/c1c(N2CCN(c3ccccc3)CC2)nc2ccccn2c1=O,79µM*,6%,?,?,6%,16%,-8%,-27%,-7%
Clc1ccc(-c2nc3ccncc3[nH]2)cc1,?,37%[activator],-9%,-6%,5%,3%,8%,-9%,-8%
C[C@H](NC(=O)c1ccccc1Cl)C(=O)OCCOc1ccc(Cl)cc1,nt,5%,11%,30%,8%,0%,-2%,-5%,-6%
CCCCCCCCN1[C@@H](CC(=O)O)c2cc(F)ccc2S1(=O)=O,nt,15%&5%,-16%,nt,nt,nt,-2%&-3%,-6%,nt
CC(=O)Oc1ccc2c(c1)C(=O)c1ccccc1CO2,?,-5%,-9%,3%,1%,-1%,-11%,4%,-5%
COC(=O)C1=CO[C@@H](O[C@@H]2OC(CO)[C@@H](O)[C@@H](O)[C@@H]2O)C2C1CC[C@]2(C)O (stereo partly specified),nt,22%,-16%,nt,nt,nt,-2%,-16%,nt
Cc1ccc(C(=O)Nc2ccc(F)cc2)cc1S(=O)(=O)N1CCOCC1,11%[59 µM],8%,-2%,-5%,11%,nt,0%[60.1 µM],-16%,-8%
CN1C(=O)NC(NC(=O)c2ccco2)(C(F)(F)F)C1=O (stereo unspecified),-43%,8%,-12%,1%,59%,-1%,-8%,-11%,-3%
COCCn1c(SCc2nnc(-c3ccc(OC)c(OC)c3)o2)nnc1-c1ccncc1,0%,37%[activator],-1%,-11%,3%,1%,7%,-12%,1%
COc1cccc(-c2noc(C3CCCN(C(=O)c4ccc(F)cc4F)C3)n2)c1 (stereo unspecified),21%,7%,-11%,-1%,-5%,8%,2%,-11%,5%
CCN(CC)c1ccc(NC(=O)c2ccccc2F)cc1,?,-6%,?,45µM*,-1%,7%,-16%,-8%,-3%
COc1cc(Br)c(-c2sc(Nc3ccccc3)n[n+]2-c2ccc(F)cc2)cc1OC,?,-16%,79µM*,?,-11%,-9%,-4%,-6%,24%
O=C(CCc1nc2ccccc2c(=O)[nH]1)NCCN1C(=O)S/C(=C\c2ccccc2Cl)C1=O,-2%[12.7 µM],16%,6%,-3%,nt,41%,-12%,0%,nt
CSc1nnc(Cc2ccc3c(c2)OCO3)o1,-35%,-11%,2%,5%,12%,1%,6%,-15%,1%
CCSc1nnc(NC(=O)c2cccc(S(=O)(=O)N(C)c3ccc(C)cc3)c2)s1,9%[59 µM],16%,-11%,-1%,23%,-6%,-11%,-6%,-2%
NC(=O)c1nsc(C(=O)N(c2ccc3c(c2)OCO3)C(C(=O)NCC2CCCO2)c2ccc(F)cc2)c1N (stereo unspecified),-8%,308%[activator],-11%[57.1 µM],-13%,12%,-4%,-3%,-7%,-7%
CCNc1ccc(C(=O)OCC)cc1NC(=O)c1cccc(N(C)C)c1,50µM*,6%,?,?,7%,-6%,-10%,-6%,-5%
COc1ccc(NC(=O)c2cc3c(CO)cnc(C)c3oc2=Nc2cc(OC)cc(OC)c2)cc1,-23%[2.33 µM],69%[activator],-11%,?,18%,12%,-15%,-8%,-7%
CCCCC(O)(CCCC)C(=O)NN(C(=O)OCC)c1ccccc1,-5%[59 µM],12%,-4%,-3%,11%,2%,-10%,-22%,1%
O=C(COC(=O)c1ccc(Br)cc1)NCC1CCCO1 (stereo unspecified),nt,73%[activator],-5%,nt,nt,11%,-2%,-20%,nt
CCCCn1c(SCC(=O)NCc2ccc3c(c2)OCO3)nnc1C(CC)N(C)C (stereo unspecified),-1%,12%,1%,9%,nt,19%,0%,-2%,nt
CCOP(=O)(O)c1cccc(OCCOCCOc2cccc(P(=O)(O)OCC)c2)c1,-36%,17%,-18%,-24%,-6%,?,1%,11%,-7%
CC(C)(C)C1c2[nH]c3ccccc3c2CCN1Cc1cccc(OCCO)c1 (stereo unspecified),nt,36%[activator],?,-4%,1%,4%,-7%,-11%,-4%
N#Cc1cccc(-c2ccc3ncnc(NCCN4CCOCC4)c3c2)c1,-45%[0.501 µM],nt,nt,nt,nt,-4%,7%[60.1 µM],nt,63%[activator]
C=CCN1c2ccccc2[C@]23C[C@@H](C(=O)OC)N(C(=O)c4cccs4)C2=NC(C(=O)OC)=C(C(=O)OC)[C@H]13,?,?,?,?,-21%,-7%[12.4 µM],-14%,-8%,-8%[12.4 µM]
CCCCC(=O)N(c1ccc(OCC)cc1)C1C=CS(=O)(=O)C1 (stereo unspecified),-6%[59 µM],7%,3%,3%,26%,1%,-4%,-7%,0%
CCOc1ccc(CCNC(=O)c2cc(Nc3ccc(C)cc3C)nc3ccccc23)cc1OCC,31%[59 µM],12%,-30%,nt,15%,nt,4%,-16%,-3%
COc1ccc(-n2ccn(CC(=O)NCCc3ccccc3)c(=O)c2=O)cc1OC,4%[59 µM],26%,-10%,?,9%,nt,1%,-12%,-2%
CC(=O)Nc1ccc(S(=O)(=O)Nc2ccc(=O)n(Cc3ccc(Cl)c(Cl)c3)c2)cc1,-38%,-15%,-4%,-36%,13%,-1%,10%,-12%,-2%
CCN(CC(=O)Nc1c(F)cccc1F)C(=O)C1CC(=O)N(c2ccc3c(c2)OCCO3)C1 (stereo unspecified),12%,0%,0%,-1%,nt,6%,1%,-10%,nt
Cc1ccc(F)cc1NC(=O)C1CCCN(c2ncccn2)C1 (stereo unspecified),9%[59 µM],4%[58.9 µM],-13%,-5%,-18%,5%,4%,-1%,-2%
CC1=C(C(=O)OCc2ccccc2)C(c2cccs2)N2C(=O)CCSC2=N1 (stereo unspecified),1%[59 µM],12%,-3%,-23%,-1%,4%,-26%,1%,-10%

Single records, from the list above:
COc1ccc(Cl)cc1N1C(=O)c2cccnc2C1=O is entered as G9a inh = -8%; Pol iota inh = -1%; JMJD2A Tudor = -9%; BAZ2B block = ?; POLB inh = 10%; APEX1 inh = 28%; POLK inh = 7%; Pol eta inh = -6%; BLM inh = -1%
O=c1c2ccccc2c(C=NC2CCS(=O)(=O)C2)c(O)n1-c1ccccc1 (stereo unspecified) is entered as G9a inh = 10%[59 µM]; Pol iota inh = 1%; JMJD2A Tudor = 1%; BAZ2B block = nt; POLB inh = 4%; APEX1 inh = 2%; POLK inh = 1%; Pol eta inh = 5%; BLM inh = 2%

Bioassay records from PubChem BioAssay.
